Screening data deposited in PubChem BioAssay by Sanford-Burnham Center for Chemical Genomics.
Mdm2 MdmX PPI = inhibitors of human Mdm2/MdmX interaction | AID 485346 | O15151+Q00987 | inhibition, % at 8 µM | SaOS-2 split-luciferase Mdm2/MdmX complementation, luminescence | 330,000 tested, 3% active;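 active = inhibition of at least 50% at 8 µM in the primary screen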
Target sequence (O15151 whole entry, looked up): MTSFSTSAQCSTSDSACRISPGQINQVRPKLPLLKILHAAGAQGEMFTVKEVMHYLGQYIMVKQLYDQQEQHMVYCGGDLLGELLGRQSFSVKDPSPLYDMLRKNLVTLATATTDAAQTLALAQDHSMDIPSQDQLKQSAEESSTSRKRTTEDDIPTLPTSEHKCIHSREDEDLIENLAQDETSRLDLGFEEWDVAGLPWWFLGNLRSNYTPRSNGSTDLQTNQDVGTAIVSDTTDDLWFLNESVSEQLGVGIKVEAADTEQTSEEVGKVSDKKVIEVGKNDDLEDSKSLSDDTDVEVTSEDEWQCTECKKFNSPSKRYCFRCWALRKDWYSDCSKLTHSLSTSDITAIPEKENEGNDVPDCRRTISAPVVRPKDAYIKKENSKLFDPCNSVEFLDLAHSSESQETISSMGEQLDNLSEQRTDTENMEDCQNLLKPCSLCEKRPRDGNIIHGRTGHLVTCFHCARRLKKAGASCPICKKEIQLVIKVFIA
Target sequence (Q00987 whole entry, looked up): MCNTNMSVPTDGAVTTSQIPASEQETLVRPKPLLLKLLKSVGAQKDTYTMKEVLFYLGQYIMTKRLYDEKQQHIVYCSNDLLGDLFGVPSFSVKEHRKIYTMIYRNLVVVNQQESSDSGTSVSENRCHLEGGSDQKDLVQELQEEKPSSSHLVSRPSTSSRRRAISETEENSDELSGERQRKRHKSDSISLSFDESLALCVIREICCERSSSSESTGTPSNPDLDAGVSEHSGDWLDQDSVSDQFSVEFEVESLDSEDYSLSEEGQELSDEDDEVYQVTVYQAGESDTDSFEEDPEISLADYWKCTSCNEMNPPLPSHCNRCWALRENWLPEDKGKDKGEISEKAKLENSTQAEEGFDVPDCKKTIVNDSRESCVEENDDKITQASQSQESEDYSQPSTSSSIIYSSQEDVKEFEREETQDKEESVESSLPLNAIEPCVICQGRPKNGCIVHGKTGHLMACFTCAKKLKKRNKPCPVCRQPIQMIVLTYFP
CHOP UPR activ = activators of apoptotic arm of unfolded protein response (CHOP) | 330,000 tested, 0.34% active | activation, % at 10 µM | AID 449763 | CHO-CHOP luciferase reporter, UPR activation, luminescence; percent of tunicamycin response over DMSO baseline;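 active = at 10 µM dose, activation of 40% or more, normalized to positive control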;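 note: 100% = tunicamycin at 10 µg/mL and 0% = DMSO alone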
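measured by = luciferase luminescence | assay system = CHO-CHOP cells, stable luciferase reporter of PERK-eIF2a-CHOP signalling | amount = 500 reporter cells seeded per well | timing = 6 h compound exposure at 37 °C after overnight seeding | controls = positive tunicamycin 10 µg/mL, negative DMSO alone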
697 NFkB inh = lowers PMA/ionomycin-induced NF-kB signal in 697 B cells. 697 B-cell NF-kB luciferase reporter, 16 h. inhibition, % at 4 µM. 330,000 tested, 0.33% active. AID 435022; in the data active = inhibition above about 35%
UPR XBP1 act = activators of adaptive arm of unfolded protein response (XBP1). CHO-XBP1 luciferase reporter, IRE1-XBP1 UPR activation, luminescence; percent of tunicamycin response, DMSO as zero. activation, % at 20 µM. 330,000 tested, 0.33% active. AID 463104;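 active = versus positive control, 20 µM dose yields 30% or more activation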;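 note: 100% = tunicamycin at 10 µg/mL and 0% = DMSO only wells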
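Material: CHO cell line with stable XBP1 luciferase reporter; buffer or medium: F12 medium containing 10% fetal bovine serum; compound: single point, 20 µM final compound, 1% DMSO; incubation: 6 h treatment, 37 °C; measured by: glow luminescence from Steady-Glo reagent; evaluation: activation, % of tunicamycin; control set: tunicamycin high, DMSO low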
Jurkat NFkB inh = inhibitors of the PMA/ionomycin-induced NF-kB reporter in Jurkat cells | 330,000 tested, 0.53% active | PMA/ionomycin-induced NF-kB luciferase reporter, luminescence | inhibition, % at 4 µM; in the data active = inhibition above about 50%
APJ ag = activates the human apelin receptor APJ | P35414 | CHO-K1 APJ PathHunter beta-arrestin, luminescence; 0% DMSO wells, 100% apelin | activation, % at 20 µM | 330,000 tested, 0.11% active;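 active = activation more than six SD over the plate average, tested at 20 µM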;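 note: 0% = DMSO alone and 100% = apelin-13 at 10 nM; some results filed as inactive read as strong as hits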
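Assay system: engineered CHO-K1 APJ arrestin reporter cells; Amount: 1000 CHO-K1 reporter cells seeded per well; Dosing: one dose, 20 µM compound, 1% DMSO; Times: compound stimulation 90 min at 25 °C, detection 60 min; Measured by: luminescent beta-gal fragment complementation, chemiluminescent substrate; Read-out: APJ–arrestin association signal; Controls: DMSO vs Apelin-13 10 nM.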
tim23-1 inh = inhibits growth of tim23-1 mutant yeast; S. cerevisiae tim23-1 growth, BacTiter-Glo luminescence, 24 h; inhibition, % at 20 µM; 330,000 tested, 1.3% active;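 active = growth inhibition of the mutant yeast at or above 50%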;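 note: temperature-sensitive mutant grown at 25 °C; plate controls were DMSO-treated mutant yeast for no effect and medium wells lacking yeast for full effect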
APJ antag = antagonists of human APJ apelin receptor. 330,000 tested, 0.32% active. inhibition, % at 20 µM. P35414. CHO-K1 APJ beta-arrestin complementation, luminescence. AID 2521;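 active = inhibition above about 40% at 20 µM, limit read from the data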;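 note: cells challenged with 10 nM apelin-13 agonist together with compound; plate controls were apelin-13 plus DMSO wells for no effect and DMSO wells lacking apelin-13 for full effect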
Starred values were filed as active, the others as inactive.

SMILES	Mdm2 MdmX PPI	CHOP UPR activ	697 NFkB inh	UPR XBP1 act	Jurkat NFkB inh	APJ ag	tim23-1 inh	APJ antag
CCSc1n[nH]c(=S)s1	-8	0.5	-10	0	-8	-2	22	-11
Clc1ccc(C2=NOC(c3nnc(-c4ccccc4)o3)C2)cc1 (stereo not drawn)	7	-0.5	15	3	21	1	3	11
CCOC(=O)c1cc(NC(=O)N(CC)CC)c(C)nc1C	-38	-0.2	21	1	11	0	1	14
CCOC(=O)c1csc(NC(=O)C2=COCCO2)n1	-12	3.5	-88	-2	-41	1	-6	9
CSc1nc(N)c2c3c(sc2n1)CN(C)CC3	18	0.7	5	1	-14	-3	0	0
CCOP(=O)(OCC)C(NC(=O)Nc1ccc(C)cc1)C(N)=O (stereo not drawn)	-29	-0.2	3	-1	2	-3	12	-4
CCOC(=O)c1cc(C)sc1NC(=O)CCC(=O)O	-17	0.1	0	0	4	-4	5	-1
O=C(CNC(=O)c1ccc(Cl)cc1)OCN1C(=O)c2ccccc2C1=O	10	-1.6	5	-2	16	-3	-14	-4
CC1(c2ccc3c(c2)OCCO3)NC(=O)N(CC(=O)Nc2c(F)cccc2F)C1=O (stereo not drawn)	-4	0.1	14	-1	6	-1	2	8
COc1ccc(NC(=O)c2ccc3nc(-c4ccccc4)c(-c4ccccc4)nc3c2)c(OC)c1	21	0.9	4	4	2	-4	1	9
Cc1c(Cl)ccc2c(C(=O)NC(C)c3ccncc3)cc(-c3ccncc3)nc12 (stereo not drawn)	-2	2.4	20	4	-1	1	29	-22
Cc1ccccc1OCC(=O)OCC(=O)NCc1cccs1	12	-1.3	-31	-2	5	1	15	12

One compound at a time, from the list above:
CCOC(=O)c1cc(NC(=O)N(CC)CC)c(C)nc1C as listed: Mdm2 MdmX PPI: -38; CHOP UPR activ: -0.2; 697 NFkB inh: 21; UPR XBP1 act: 1; Jurkat NFkB inh: 11; APJ ag: 0; tim23-1 inh: 1; APJ antag: 14
CC1(c2ccc3c(c2)OCCO3)NC(=O)N(CC(=O)Nc2c(F)cccc2F)C1=O (stereo not drawn) as listed: Mdm2 MdmX PPI: -4; CHOP UPR activ: 0.1; 697 NFkB inh: 14; UPR XBP1 act: -1; Jurkat NFkB inh: 6; APJ ag: -1; tim23-1 inh: 2; APJ antag: 8

(cont.)
SMILES	Mdm2 MdmX PPI	CHOP UPR activ	697 NFkB inh	UPR XBP1 act	Jurkat NFkB inh	APJ ag	tim23-1 inh	APJ antag
CCOC(=O)c1c(NC(=O)CSc2nnc(C)c(=O)[nH]2)sc(C)c1C	0	-2.5	-3	0	-25	-1	-7	-23
Cn1c(SCC(=O)N2CCN(c3ccccc3)CC2)nnc1-c1ccncc1	20	-5.1	-16	-2	-1	-1	0	-2
COC(=O)c1ccccc1C(=O)N(c1ccccc1)c1ccccc1	-4	1.3	-3	0	-10	2	26	1
CC(=O)N(C1=C(Cl)C(=O)c2ccccc2C1=O)c1ccc(C(=O)O)cc1	-10	0.6	10	-7	7	6	-1	-44
CC(=O)N(C)c1ccc(NC(=O)c2ccco2)cc1	-9	3.7	-23	-2	-34	2	25	-1
COc1cc(C(=O)NNC(=O)C2CC2)cc(OC)c1OC	14	1.1	20	-3	6	-3	-6	33
Cc1ccc(CN2C(=O)N/C(=C/c3ccc(-c4ccc(C(=O)O)cc4)o3)C2=O)cc1	20	-0.7	20	-2	0	-4	12	12
N#C/C(=C\c1ccc(OC(F)F)cc1)C(=O)N1CCCCC1	26	2.4	16	1	-3	2	62*	0
CCCOC(=O)c1ccc(NC(=O)c2ccoc2C)cc1	-6	3.5	-71	6	-61	0	10	-5
Cc1ccc(NC(=O)CN(C)CC(=O)Nc2ccccc2C(=O)Nc2ccccc2)cc1	-2	1.0	-13	4	-7	2	12	20
CCOc1cc2c3c(c1)C(C)CC(C)(C)N3C(=O)C2=O (stereo not drawn)	-10	0.7	7	15	-2	-1	50*	-7
COc1ccc(NC(=S)NCCc2ccccc2)c(C)c1	27	2.3	24	-7	6	2	12	18

Copied from the entries so far (five entries):
SMILES	Mdm2 MdmX PPI	CHOP UPR activ	697 NFkB inh	UPR XBP1 act	Jurkat NFkB inh	APJ ag	tim23-1 inh	APJ antag
N#C/C(=C\c1ccc(OC(F)F)cc1)C(=O)N1CCCCC1	26	2.4	16	1	-3	2	62*	0
CCCOC(=O)c1ccc(NC(=O)c2ccoc2C)cc1	-6	3.5	-71	6	-61	0	10	-5
Cc1ccc(NC(=O)CN(C)CC(=O)Nc2ccccc2C(=O)Nc2ccccc2)cc1	-2	1.0	-13	4	-7	2	12	20
CCOc1cc2c3c(c1)C(C)CC(C)(C)N3C(=O)C2=O (stereo not drawn)	-10	0.7	7	15	-2	-1	50*	-7
COc1ccc(NC(=S)NCCc2ccccc2)c(C)c1	27	2.3	24	-7	6	2	12	18

The list continues.
SMILES	Mdm2 MdmX PPI	CHOP UPR activ	697 NFkB inh	UPR XBP1 act	Jurkat NFkB inh	APJ ag	tim23-1 inh	APJ antag
Cn1c2ccccc2c(=O)c2cc(C#Cc3cccc(N)c3)ccc21	-167	4.9	-19	1	-28	-1	9	11
COc1cccc(-c2cc(C(=O)NC3CCCC3)no2)c1	-251	3.1	-151	0	-200	1	42	-2
S=c1[nH]nc(-c2ccncc2)n1/N=C/c1cccc(Cl)c1	-13	-2.0	-4	0	-1	-3	8	-8
CC(=O)OCC(=O)Nc1ccc(Br)c(C)c1	7	-1.3	-10	0	-4	-2	6	-24
Cc1ccc(SCC(=O)OCc2csc(CC(=O)Nc3ccccc3C)n2)cc1C	12	-0.1	4	-2	17	-5	31	-13
C=CCOC(=O)C1=C[C@H](c2cn(C(C)=O)c3ccccc23)C[C@H](OCCCCO)O1	4	0.5	19	0	-5	-6	-1	0
CCN(CC)C(=O)c1sc(NC(=O)Cc2ccc(OC)cc2)c(C#N)c1C	11	-3.6	23	4	-4	-5	12	-11
CCOc1cc(-c2noc(-c3ccncc3)n2)cc(Br)c1OC	-4	-0.4	-28	13	-18	-3	22	10
CC[C@@]1(C(=O)OC)N[C@H](CN(C)C(C)=O)[C@@H]2C(=O)N(Cc3ccccc3)C(=O)[C@@H]21	1	2.0	10	-1	13	-2	11	4
Cc1ccc(C)c(-c2cc(C(=O)Nc3nccs3)c3ccccc3n2)c1	-4	0.1	-38	1	-17	0	45	-6
CC1CN(C2CCCCC2)c2nc3c(c(=O)n(C)c(=O)n3C)n2C1 (stereo not drawn)	16	-0.9	5	0	-5	-3	17	5
COc1ccc(-c2cc(-c3ccccc3)c(C#N)c(S(C)=O)n2)cc1 (stereo not drawn)	81*	27	37*	3	1	7	34	-14
O=C(N/N=C/c1ccccn1)c1ccc2nc[nH]c2c1	13	0.5	-5	-3	-1	-1	-5	-3
COc1ccc(CCN(Cc2cc3cccc(C)c3[nH]c2=O)C(=O)NC2CCCCC2)cc1OC	10	-1.6	5	-1	7	-3	22	10
Cc1occc1C(=O)NCc1ccc(C(=O)O)o1	9	-2.7	11	-1	-18	3	27	-14
COC(=O)c1cc(Sc2cccc(Cl)c2Cl)ccn1	20	0.9	-5	-1	-7	-2	-25	4
Cc1occc1C(=O)NNC(=O)c1ccc(S(=O)(=O)N(C)C)cc1	-9	1.1	8	-1	-10	-3	11	1
Cc1cc2nc3c(=O)[nH]c(=S)[nH]c3nc2cc1NC(=O)C(F)(F)F	26	-0.8	3	-1	4	-2	4	14
C=CCN(C)CC/C=C1\c2ccccc2CSc2ccccc21	-6	-1.7	-23	-4	-34	-3	18	5
O=C(Nc1ccc2c(c1)OCO2)c1ccc(Br)c(S(=O)(=O)N2CCCC2)c1	10	2.6	-18	3	-8	3	30	-12
CCOc1ccccc1/C=N/NC(=O)CNC(=O)COc1ccccc1	-2	1.2	16	-5	17	-4	-1	8
O=C(Cc1cccs1)Nc1ccccc1	14	1.3	2	2	-11	-1	6	2
COc1ccc(S(=O)(=O)N2CCOC23CCN(C(=O)c2ccccc2Br)CC3)cc1	25	0.3	0	0	6	0	26	22
CCn1ccc(C(=O)N2CCN(c3ncccn3)CC2)n1	2	0.9	4	-1	2	4	-13	-35
O=C(COC(=O)c1cccc(S(=O)(=O)NCc2ccccc2)c1)c1ccc2c(c1)OCCO2	14	1.4	5	1	-5	-2	28	-17
CC(C)(C)OC(=O)N1CCC(c2c(C(=O)N3CCN(C(=O)c4ccco4)CC3)cnn2-c2ccc(F)cc2)CC1	10	-1.4	14	-3	-7	1	-5	13
c1cc2c3c(cccc3c1)NC1(CCCCC1)N2	14	3.2	-2	-1	-12	1	-8	6
CCOc1ccc(NC(=S)NCCCN2CCOCC2)cc1	-31	2.0	13	-4	-6	-1	0	-9
Cc1cc(=O)[nH]c(N/N=C/c2ccc(O)c(O)c2)n1	13	-0.3	-13	-4	-29	2	-3	2
O=C1SCC(c2ccccc2)=NN1Cc1ccccc1	-16	1.4	13	-1	2	-3	29	7
Cc1ccc(S(=O)(=O)NCC(=O)N(CC(=O)NC2CCCC2)CC2CCCO2)cc1 (stereo not drawn)	-7	1.1	5	-4	-11	1	6	-9
Cc1nn(CCCC(=O)NCc2ccccc2)c(C)c1[N+](=O)[O-]	-4	4.9	-11	-2	-3	1	-5	-17
COc1ccc(-c2cccc(-c3nc4ccc(Cl)cn4c3NC3CCCCC3)c2)cc1	16	-1.1	-7	-1	17	-3	12	3
Cc1cccc(N2CC(O)(c3cccs3)[N+]3=C2CCCC3)c1C (stereo not drawn)	-5	-0.7	-14	-3	5	-1	2	6
Cc1ccc2cccc(NC(=S)NC(=O)c3c(Br)cnn3C)c2n1	23	-4.4	-18	15	-3	-4	19	5
C=C(C)CNC(=S)N/N=C(\C)c1ccc(-n2ccnc2)cc1	5	-0.7	-28	1	-5	-3	34	7
CCC(C)N1CCN(C(=O)c2cccs2)CC1 (stereo not drawn)	-1	0.6	5	-1	-3	-4	15	-9
N#Cc1ccccc1S(=O)(=O)N1CCN(c2cnccn2)CC1	-8	-1.6	-4	0	-8	2	5	-5
CCCOc1ccc(CCC(=O)N/N=C/c2ccncc2)cc1	11	-0.9	1	-3	-7	-6	19	4
COc1ccc(S(=O)(=O)c2c[nH]c(=S)[nH]c2=O)cc1Cl	-1	0.0	5	-2	3	-4	1	14
CN(C)C(=O)COc1ccc(Br)cc1	-5	1.3	11	1	9	-1	1	-5
CC1C(=O)Nc2ccc(S(=O)(=O)N3CCCCCC3)cc21 (stereo not drawn)	8	0.2	17	-2	0	-3	3	-2
Cc1csc(NC(=O)c2cccc(S(=O)(=O)N3CCCCC3)c2)n1	4	2.4	10	-1	1	-6	26	-2
CC(C)(C)C1=Nn2c(nnc2-c2ccccc2F)SC1	4	1.2	3	0	3	0	24	27
COc1ccc(N=C2SCC(c3ccc([N+](=O)[O-])cc3)=NN2CCO)cc1	-18	0.7	-52	4	20	2	31	-5
CC(/C=N\NC(=O)Cn1c(C)nc2ccccc21)=C\c1ccccc1	-19	3.9	4	-3	38	13	-11	-12
COc1ccc(CN2CCN(C(C)C(=O)N3CCc4ccccc43)CC2)cc1OC (stereo not drawn)	32	3.7	-2	-6	14	-3	8	7
CCOC(=O)C1C(=O)NC(N2CCc3ccccc32)=NC1c1ccccc1 (stereo not drawn)	-9	-0.8	-2	-4	-4	0	15	11
S=c1nc(-c2ccccc2)n(CCCn2ccnc2)c2c1CCCC2	7	1.0	3	-2	5	-1	8	-4
Cc1ccc(-c2nn(-c3ccccc3)cc2C(=O)NC2CCC(O)CC2)cc1 (stereo not drawn)	-6	3.5	-2	1	-7	-2	4	10
